Xi reactivation = X-chromosome reactivation activator. XiGFP mouse fibroblasts, % GFP-positive cells imaging, 3 d; cells co-treated with 5-aza-dC sensitizer; scaled so ellipticine positive control = 100%. activation, % at 7.58 µM. 360,000 tested, 0.055% active;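 active = mean normalized replicate activation at least 10% and every replicate at or above 10%; inconclusive = only one of the two criteria met; inactive = mean below 10% and not all replicates reach 10%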;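 note: 0% = median of on-plate neutral control wells and 100% = ellipticine 6 µM median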
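material = 68-5-11 XiGFP fibroblast line | medium = DMEM plus 5-aza-dC sensitizer | schedule = 3 days compound exposure | benchmarks = positive control ellipticine, 6 µM final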
INS-1E GSIS act = GLuc luminescence reporter in INS-1E cells, primary screen for activators of glucose-dependent secretion of insulin | INS-1E GLuc reporter insulin secretion, 2-3 h | activation, % at 16.6 µM | 370,000 tested, 0.61% active;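 active = lowest replicate activation of at least 40%, so every replicate reaches that level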;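 note: 0% = median of neutral control wells and 100% = median of IBMX positive control wells; some compounds called inactive have numbers as strong as hits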
RAD54 inh = inhibitors of human RAD54 branch migration; Q92698; RAD54 Holliday junction branch migration, FAM/BHQ fluorescence; inhibition, % at 10.4 µM; 360,000 tested, 0.14% active; AID 602329;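 active = mean normalized replicate activity at least 40 and at least half of replicates scoring 40 or more; inconclusive = only one of the two criteria met; inactive = mean below 40 and under half of replicates reaching 40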;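 note: 0% = median of neutral control wells and 100% = median of positive control wells; inhibitors cause a drop in the FAM fluorescence signal; in these data hits start at about 50%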
Target sequence (Q92698 whole entry, looked up): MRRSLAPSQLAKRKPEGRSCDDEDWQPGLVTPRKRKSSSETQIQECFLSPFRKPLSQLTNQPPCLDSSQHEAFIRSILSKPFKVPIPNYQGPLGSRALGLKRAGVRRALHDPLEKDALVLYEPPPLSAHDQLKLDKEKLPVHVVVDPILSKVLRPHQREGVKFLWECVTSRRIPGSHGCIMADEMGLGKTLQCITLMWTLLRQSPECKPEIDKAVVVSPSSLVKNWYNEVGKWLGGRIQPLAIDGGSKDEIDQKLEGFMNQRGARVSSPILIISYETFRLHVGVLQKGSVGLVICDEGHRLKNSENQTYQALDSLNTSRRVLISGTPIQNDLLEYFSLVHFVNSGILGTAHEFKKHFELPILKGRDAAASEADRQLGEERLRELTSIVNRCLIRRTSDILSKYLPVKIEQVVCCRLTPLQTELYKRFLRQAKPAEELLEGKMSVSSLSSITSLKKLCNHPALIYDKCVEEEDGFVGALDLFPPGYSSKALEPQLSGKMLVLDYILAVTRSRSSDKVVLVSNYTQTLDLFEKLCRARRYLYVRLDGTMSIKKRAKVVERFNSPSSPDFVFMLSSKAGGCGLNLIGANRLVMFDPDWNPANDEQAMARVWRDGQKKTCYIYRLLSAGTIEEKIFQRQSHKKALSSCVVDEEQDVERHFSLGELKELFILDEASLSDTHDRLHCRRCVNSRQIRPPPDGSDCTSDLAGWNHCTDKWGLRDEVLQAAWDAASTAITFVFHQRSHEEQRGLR
Starred values were filed as active, the others as inactive; ? = inconclusive. Only part of the results is shown; count on the stated rates, not on these rows.

The first 24 entries as a preview:
Sequence of screens: Xi reactivation	INS-1E GSIS act	RAD54 inh
1	Cc1ccc(C(C(=O)Nc2ccc3c(c2)OCO3)N(C)C(=O)/C=C\c2ccc3c(c2)OCO3)cc1 (configuration not stated)
→ 0.0	-27	-5
2	CC(C)NC(=O)c1ccccc1NC(=O)/C=C/c1cccc([N+](=O)[O-])c1
→ 0.1	-17	-8
3	CCc1ccccc1NC(=O)CCC(=O)OCC(=O)c1ccc(-c2ccccc2)cc1
→ 0.0	-1	12
4	COC(CNC(=O)c1c[nH]c2ccc(S(=O)(=O)N3CCC4(CC3)OCCO4)cc2c1=O)OC
→ 0.0	8	-24
5	C=CCSc1nc2sc3c(c2c(=O)n1CC=C)CCc1ccccc1-3
→ 0.0	4	-8
6	CCC(C)NC(=O)/C=C1\Sc2ccccc2NC1=O (configuration not stated)
→ 0.0	32	-1
7	CCOc1ccc(NC(=O)c2cn(CC(C)C)c(=O)c3c2c2ccccc2n3C)cc1
→ -0.1	-3	-5
8	Cc1ccccc1-n1c(SCC(=O)NCc2cccs2)nc2ccccc2c1=O
→ 0.2	-6	4
9	COCCNC(=O)CSc1nc(N)c(NC(=O)c2ccccc2F)c(=O)[nH]1
→ -0.1	20	-13
10	O=C(COC(=O)/C=C/C(=O)OCC(=O)NC12CC3CC(CC(C3)C1)C2)NC12CC3CC(CC(C3)C1)C2
→ 0.1	-12	-3
11	CC(=O)Oc1ccccc1C1=NN(C(=O)/C=C/c2ccccc2)C(c2ccccc2)C1 (configuration not stated)
→ 0.0	-17	-1
12	COCCNC(=O)CN(C)S(=O)(=O)c1ccc(Br)cc1
→ 0.3	1	-1
13	CN(C(=O)CSc1nc(N)c2c3c(sc2n1)CSC(C)(C)C3)c1ccccc1
→ 0.2	-24	-20
14	O=C(O)CCCNC(=O)c1cccc(C(=O)NCCCC(=O)O)n1
→ 0.0	11	-12
15	COc1ccc(CNC(=O)C2(c3ccc(Cl)cc3)CC2)cc1
→ 0.0	3	-8
16	CC(=O)c1c(C)[nH]c(C(=O)OCC(=O)Nc2cc(S(=O)(=O)N3CCCC3)ccc2Cl)c1C
→ 0.2	-30	-2
17	COc1ccc(N=C2SC(CC(=O)Nc3ccc(F)cc3)C(=O)N2Cc2ccco2)cc1 (configuration not stated)
→ 0.2	-34	1
18	Cc1cccc2sc(N(CCCN(C)C)C(=O)c3sc4ccccc4c3Cl)nc12
→ 0.0	2	4
19	COc1cccc(/C=N/NC(=O)CN2C(=O)NC3NC(=O)NC32)c1 (configuration not stated)
→ -0.1	17	5
20	CC(=O)Nc1cccc(NC(C)=C(C#N)C#N)c1
→ 0.5	5	-1
21	CNC(=S)N(Cc1cccs1)Cc1cc2cc(OC)ccc2[nH]c1=O
→ 0.4	1	-1
22	CCCCNC(=O)/C=C/c1cccs1
→ 0.1	-2	5
23	CC(c1nc2ccccc2c(=O)[nH]1)N(C)c1ccc2ccccc2c1 (configuration not stated)
→ 0.1	-21	4
24	C=CCNC(=O)/C(C#N)=C/c1cn(-c2ccccc2)nc1-c1ccc(OC)c([N+](=O)[O-])c1
→ 0.0	-30	-2

The whole of this part, previewed entries included:
Sequence of screens: Xi reactivation	INS-1E GSIS act	RAD54 inh
1	Cc1ccc(C(C(=O)Nc2ccc3c(c2)OCO3)N(C)C(=O)/C=C\c2ccc3c(c2)OCO3)cc1 (configuration not stated)
→ 0.0	-27	-5
2	CC(C)NC(=O)c1ccccc1NC(=O)/C=C/c1cccc([N+](=O)[O-])c1
→ 0.1	-17	-8
3	CCc1ccccc1NC(=O)CCC(=O)OCC(=O)c1ccc(-c2ccccc2)cc1
→ 0.0	-1	12
4	COC(CNC(=O)c1c[nH]c2ccc(S(=O)(=O)N3CCC4(CC3)OCCO4)cc2c1=O)OC
→ 0.0	8	-24
5	C=CCSc1nc2sc3c(c2c(=O)n1CC=C)CCc1ccccc1-3
→ 0.0	4	-8
6	CCC(C)NC(=O)/C=C1\Sc2ccccc2NC1=O (configuration not stated)
→ 0.0	32	-1
7	CCOc1ccc(NC(=O)c2cn(CC(C)C)c(=O)c3c2c2ccccc2n3C)cc1
→ -0.1	-3	-5
8	Cc1ccccc1-n1c(SCC(=O)NCc2cccs2)nc2ccccc2c1=O
→ 0.2	-6	4
9	COCCNC(=O)CSc1nc(N)c(NC(=O)c2ccccc2F)c(=O)[nH]1
→ -0.1	20	-13
10	O=C(COC(=O)/C=C/C(=O)OCC(=O)NC12CC3CC(CC(C3)C1)C2)NC12CC3CC(CC(C3)C1)C2
→ 0.1	-12	-3
11	CC(=O)Oc1ccccc1C1=NN(C(=O)/C=C/c2ccccc2)C(c2ccccc2)C1 (configuration not stated)
→ 0.0	-17	-1
12	COCCNC(=O)CN(C)S(=O)(=O)c1ccc(Br)cc1
→ 0.3	1	-1
13	CN(C(=O)CSc1nc(N)c2c3c(sc2n1)CSC(C)(C)C3)c1ccccc1
→ 0.2	-24	-20
14	O=C(O)CCCNC(=O)c1cccc(C(=O)NCCCC(=O)O)n1
→ 0.0	11	-12
15	COc1ccc(CNC(=O)C2(c3ccc(Cl)cc3)CC2)cc1
→ 0.0	3	-8
16	CC(=O)c1c(C)[nH]c(C(=O)OCC(=O)Nc2cc(S(=O)(=O)N3CCCC3)ccc2Cl)c1C
→ 0.2	-30	-2
17	COc1ccc(N=C2SC(CC(=O)Nc3ccc(F)cc3)C(=O)N2Cc2ccco2)cc1 (configuration not stated)
→ 0.2	-34	1
18	Cc1cccc2sc(N(CCCN(C)C)C(=O)c3sc4ccccc4c3Cl)nc12
→ 0.0	2	4
19	COc1cccc(/C=N/NC(=O)CN2C(=O)NC3NC(=O)NC32)c1 (configuration not stated)
→ -0.1	17	5
20	CC(=O)Nc1cccc(NC(C)=C(C#N)C#N)c1
→ 0.5	5	-1
21	CNC(=S)N(Cc1cccs1)Cc1cc2cc(OC)ccc2[nH]c1=O
→ 0.4	1	-1
22	CCCCNC(=O)/C=C/c1cccs1
→ 0.1	-2	5
23	CC(c1nc2ccccc2c(=O)[nH]1)N(C)c1ccc2ccccc2c1 (configuration not stated)
→ 0.1	-21	4
24	C=CCNC(=O)/C(C#N)=C/c1cn(-c2ccccc2)nc1-c1ccc(OC)c([N+](=O)[O-])c1
→ 0.0	-30	-2
25	CCCC(=O)N1CCN(Cc2ccc3c(c2)OCO3)CC1
→ 0.0	-13	2
26	N#C/C(=C\c1ccccc1[N+](=O)[O-])c1nc(C2CC2)cs1
→ 0.4	-10	-1
27	O=C(NNS(=O)(=O)c1ccc2ccccc2c1)c1cccnc1
→ -0.1	11	5
28	C/C=C/C(=O)OCC(=O)Nc1ccc(OC)c(Cl)c1
→ 0.1	4	-5
29	O=C(COc1ccccc1)NC(=S)Nc1cccc([N+](=O)[O-])c1
→ 0.4	-7	12
30	COc1ccc(NC(=S)N2CCC(N(C)CCN3CCOCC3)CC2)cc1Cl
→ -0.2	7	1
31	CC(C)C(=O)NC(=S)Nc1ccc(S(=O)(=O)Nc2ccccc2)cc1
→ 0.3	-14	7
32	Cc1ccc(NC2OC(CO)C(O)C2O)cc1[N+](=O)[O-] (configuration not stated)
→ 0.2	-16	-4
33	CCN(CC)c1ccc(N2C(=O)C3CCCCC3C2=O)cc1[N+](=O)[O-] (configuration not stated)
→ 0.1	-8	4
34	O=C(CCS(=O)(=O)c1ccc(Br)cc1)Nc1ccc(Cl)cc1F
→ 0.2	-2	11
35	O=C(CN(Cc1ccccc1)S(=O)(=O)c1ccccc1)N/N=C/c1ccc([N+](=O)[O-])cc1
→ 0.0	-24	-22
36	O=C(c1sc2ccccc2c1Cl)N1CCN(c2ccccc2F)CC1
→ -0.1	15	3
37	CC(=O)c1ccc(NC(=S)N2CCC(O)CC2)cc1
→ 0.2	-10	-5
38	COCCNC(=S)N(Cc1cccnc1)Cc1ccc(OC)c(OC)c1
→ ?	54*	-1
39	CC(OC(=O)c1ccccc1N1C(=O)C2C3CCC(C3)C2C1=O)C(=O)c1ccccc1 (configuration not stated)
→ -0.2	15	2
40	CCOc1cc(C(=S)N2CCOCC2)ccc1OS(=O)(=O)c1ccccc1
→ 0.6	-14	-6
41	COc1cccc(NC(=S)Nc2cccnc2)c1
→ 0.0	-1	-5
42	CC1=C(C(=O)Nc2cccc(C)c2C)C(c2cccs2)NC(=S)N1 (configuration not stated)
→ -0.1	21	-11
43	O=C(Nc1ccc(O)c(-c2nc3ccccc3o2)c1)C1(c2ccc([N+](=O)[O-])cc2)CCCC1
→ 0.1	11	1
44	C/C(=N/NC(=O)c1ccc2c(c1)OCO2)c1ccc(NC(=O)C(F)(F)F)cc1
→ 0.0	-3	-1
45	C[N+]1(C)CC2([N+](=O)[O-])CC=C(Oc3ccccc3)C([N+](=O)[O-])(C2)C1 (configuration not stated)
→ 0.1	12	-7
46	Cc1cccc(NCCC#N)c1
→ 0.0	5	7
47	CN(Cc1ccccc1)C(=O)c1nc2ccccn2c1CNCCn1cccn1
→ 0.0	3	1
48	CC(=O)C12C3C4C(C5C1C3C5(Br)C41OCCO1)C21OCCO1 (configuration not stated)
→ -0.1	7	3
49	Clc1ccc(-c2nnc3n2CCCCS3)cc1
→ 1.2	6	1
50	Nc1nc(-c2ccc(Br)cc2)c(S(=O)(=O)c2ccccc2)s1
→ -0.2	-17	-4
51	COCCn1c(=NC(=O)c2ccc(S(=O)(=O)N3CCCc4ccccc43)cc2)sc2cc(S(C)(=O)=O)ccc21
→ 0.0	6	-11
52	N/C(=N\OC(=O)c1ccc(Cl)cc1Cl)c1ccccn1
→ 0.0	3	3
53	COc1ccc(CC(=O)NNS(=O)(=O)c2ccc3ccccc3c2)cc1OC
→ 0.2	-8	2
54	Cc1cc(C)cc(NC(=O)Cc2ccc(-n3cccc3)cc2)c1
→ 0.4	54*	-3
55	O=C(O)c1cc([N+](=O)[O-])c(N2CCCC2)c([N+](=O)[O-])c1
→ 0.3	-5	-4
56	CCOc1cc(/C=N/NC(=O)c2ccc(CN3CCOCC3)cc2)ccc1OCc1ccccc1
→ 0.0	-19	0
57	O=C(O)c1cccc(Oc2ccc([N+](=O)[O-])cc2)c1
→ 0.1	28	0
58	NNc1nc(-c2ccccc2)nc2sc3c(c12)CCCC3
→ 0.4	-13	-2
59	O=C(Cc1ccccc1Cl)NCCCn1ccnc1
→ 0.0	-1	0
60	O=C(Nc1cnn(Cc2ccc(F)cc2)c1)C(c1ccccc1)c1ccccc1
→ 1.0	-21	3

Quoted from above: compounds 1 to 2
Sequence of screens: Xi reactivation	INS-1E GSIS act	RAD54 inh
1	Cc1ccc(C(C(=O)Nc2ccc3c(c2)OCO3)N(C)C(=O)/C=C\c2ccc3c(c2)OCO3)cc1 (configuration not stated)
→ 0.0	-27	-5
2	CC(C)NC(=O)c1ccccc1NC(=O)/C=C/c1cccc([N+](=O)[O-])c1
→ 0.1	-17	-8
